DT40 TDP1 CPT = DT40-hTDP1 cell growth loss with CPT. chicken DT40 Tdp1-/-;hTDP1 cells + 20 nM CPT, ATP luminescence, 48 h. Potency, µM (top dose mostly 46.2 µM), for the others: at the highest dose activity change, negative = growth inhibition, most hits filed as inhibitors. 420,000 compounds, 12% hits. AID 686979; note: nearly all actives have a fitted effect of over 55% in size
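Cell growth measured by CellTiter-Glo luminescence after a minimum 48 h, 37 C compound exposure with 20 nM CPT in Tdp1-knockout DT40 cells stably expressing hTDP1, seeded 400/well; qHTS titration format.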
TDP1 block = TDP1 (human) enzyme inhibition. recombinant TDP1, AlphaScreen DNA substrate cleavage. 350,000 compounds, 0.28% hits. Q9NUW8. AID 485290. Potency, µM (top dose mostly 130 µM), for inactives: at the top dose activity change, negative = inhibition, most hits filed as inhibitors; note: nearly all actives have a fitted effect of over 40% in size
Target sequence (Q9NUW8 whole entry, looked up): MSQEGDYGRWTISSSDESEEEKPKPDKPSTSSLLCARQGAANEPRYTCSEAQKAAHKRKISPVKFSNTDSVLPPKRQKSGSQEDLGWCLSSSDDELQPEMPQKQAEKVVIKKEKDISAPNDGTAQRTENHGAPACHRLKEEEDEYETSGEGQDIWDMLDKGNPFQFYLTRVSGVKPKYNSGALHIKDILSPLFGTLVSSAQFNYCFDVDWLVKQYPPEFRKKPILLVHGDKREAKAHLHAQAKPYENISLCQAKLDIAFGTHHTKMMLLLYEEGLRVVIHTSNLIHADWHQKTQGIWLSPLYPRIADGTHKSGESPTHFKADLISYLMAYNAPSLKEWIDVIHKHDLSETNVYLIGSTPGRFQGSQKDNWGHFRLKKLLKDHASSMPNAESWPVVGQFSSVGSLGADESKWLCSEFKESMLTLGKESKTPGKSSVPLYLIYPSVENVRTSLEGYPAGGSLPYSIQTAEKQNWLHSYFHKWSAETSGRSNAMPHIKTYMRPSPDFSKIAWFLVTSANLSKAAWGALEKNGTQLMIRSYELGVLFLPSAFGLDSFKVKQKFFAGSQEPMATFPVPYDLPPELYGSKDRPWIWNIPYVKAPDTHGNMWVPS
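AlphaScreen read-out: signal falls as enzyme removes the 3' tyrosine-FITC from a 5'-biotinylated DNA oligo (15 nM, 5 min, RT). Enzyme was E. coli-made recombinant Tdp1 at 1 nM, exposed to compound for 15 min beforehand; beads 10 ug/ml, 10 min.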
TDP1 cell noCPT = qHTS for Inhibitors of human tyrosyl-DNA phosphodiesterase 1 (TDP1): qHTS in cells in absence of CPT; Potency, µM (titrated, usually from 46.2 µM), for the others: at the highest dose activity change, negative = growth inhibition, most hits filed as inhibitors; 420,000 compounds, 15% hits; DT40 Tdp1-/- hTDP1 cells, no CPT, ATP luminescence, 48 h; note: nearly all actives have a fitted effect of over 55% in size
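Compound effects on proliferation are scored in DT40 Tdp1-/-;hTDP1 cells in the absence of CPT. ATP levels (CellTiter-Glo luminescence) are recorded after a ≥48 hr, 37 °C incubation.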
Active calls of the source: *; ? = inconclusive; . = not tested or not shown; & = joins results of further samples; [ ] = another dose, or the depositor's remark. Calls come from the whole dose curve; as a rule, active = well fitted curve in the direction sought with a large enough effect; inconclusive = small, poorly fitted or top-dose-only effect, or another doubt; inactive = no such curve, though single readings can be large; an effect the other way counts as inactive or inconclusive. % is set by controls: 0 for no effect and ±100 for the full control effect; potency is the fitted concentration of half-maximal effect.

canonical_smiles | DT40 TDP1 CPT | TDP1 block | TDP1 cell noCPT
COc1ccc(NC(=S)N2CCN(S(=O)(=O)c3ccccc3)CC2)cc1 | -8.5% | 4.8% | 13.7%
COc1ccc2[nH]c3c(c2c1)CCN1C(=O)C(CC(=O)NCC24CC5CC(CC(C5)C2)C4)C[C@H](C(=O)N2CCOCC2)[C@@]31C (some centres not stated) | ? | 2.8%[56.1 µM] | ?
Cc1ccc(S(=O)(=O)c2ccc(NN)cc2)cc1 | ? | 9.5% | ?
COCCNC(=O)CCCCCn1c(=S)[nH]c2ccccc2c1=O | -21.3% | 1.0% | -4.0%
CCc1ccccc1NC(=O)CSc1nc(-c2cccc(Cl)c2)nc2c1Cc1c(CO)cnc(C)c1O2 | 2.1% | 2.6% | -3.6%
CC(=O)c1ccc(NS(=O)(=O)c2ccc(-c3cc(C)no3)s2)cc1 | -24.3% | 0.0% | -26.9%
O=C(CSc1nc(C(F)(F)F)cc(=O)[nH]1)N1CCCC1 | -8.0% | 0.7% | -11.1%
O=C(Cn1cccc1C(=O)c1ccccc1)NCc1ccc(Cl)cc1 | 1.3%&3.3% | -7.9%&0.0% | -1.7%&-14.1%
CCOc1ccccc1C1N=C(c2ccc(OC)cc2)CC(c2ccccc2O)N1 (configuration not stated) | 20.6µM* | 2.3% | 16.4µM*
COC(=O)C1=C(C(=O)OC)[C@@H]2N(Cc3ccccc3)c3ccccc3[C@@]23C[C@@H](CO)N(C(=O)NC2CCCC2)C3=N1 | ? | 3.5% | ?
c1ccc(-n2nnnc2Oc2cccc3cccnc23)cc1 | -15.4% | 4.1% | -6.4%
Cc1ccc(Cl)cc1NC(=O)C[n+]1ccc(Cc2ccc([N+](=O)[O-])cc2)cc1 | 5.8µM* | 4.6% | 5.17µM*
COc1ccccc1CNC(=O)c1ccc(NS(=O)(=O)c2cccs2)cc1 | -2.3% | -10.3% | -3.9%
CCCC(=O)Nc1ccc(C(=O)COC(=O)C2=COCCO2)cc1 | -1.5% | 0.2% | -2.3%
Cc1ccc(C(=O)c2c3ccccc3[n+]([O-])n2CCC(N)=O)cc1 | 1.9% | . | -9.0%
Cc1ccc(NC2(C(F)(F)F)N=C(c3ccccc3)NC2=O)nc1 (configuration not stated) | -5.0% | 5.8% | 2.4%
O=C(O)CP(=O)(c1ccccc1)c1ccccc1 | 23.9% | 3.1% | -12.8%
Cc1ccc(-c2cc3c(nn2)-c2ccccc2C3=O)cc1 | 16.4µM* | -0.6% | 23.1µM*
COc1ccc(CCNC(=O)c2cnccn2)cc1 | ? | 2.0% | -5.0%
CCOc1ccc(NC(=O)C2CC(=O)N(Cc3ccco3)C2)cc1 (configuration not stated) | -1.6% | 2.2% | 2.2%
Cc1onc(-c2ccccc2)c1CNC(=O)Nc1ccc(C(F)(F)F)cc1 | ? | -2.5% | 16.4µM*
COc1ccc(C(=O)Nc2ccc3c4c(cccc24)CC3)cc1 | -9.8% | -2.0% | ?
N#Cc1ccc(S(=O)(=O)Nc2ccc3ccccc3n2)cc1 | 10.7% | 5.7% | -1.6%
Cc1c(N)cc[n+](CC(=O)c2ccccc2)c1C | 20.6µM* | 0.0% | 20.6µM*
CCC(C)C(NC(=O)c1ccccc1NC(=O)c1ccccc1)C(=O)O (configuration not stated) | ? | . | -11.5%
Cc1ccsc1C1C2=C(CCCC2=O)Nc2ncnn21 (configuration not stated) | -4.4% | 1.1% | -1.3%
Cc1ccc(NS(=O)(=O)c2ccc(C(=O)N3CCCCCCC3)cc2)cc1 | 23.1µM* | 1.1% | ?
Cc1nc(C(=O)NCc2ccccc2)sc1C1(C)CC(c2cccnc2)=NO1 (configuration not stated) | ? | 5.0% | ?
COc1cccc(S(=O)(=O)Nc2ccc3c(c2)[C@@H]2C[C@@H](CC(=O)NCc4ccc(Cl)cc4)O[C@@H](CO)[C@@H]2O3)c1 | 18.4µM* | . | 16.4µM*
COc1cc(CN2CCCC(CO)(Cc3ccccc3)C2)ccc1O (configuration not stated) | -4.8% | . | -11.4%
COc1ccc(C2(C)NC(=O)N(CC(=O)Nc3ccc4[nH]c(=O)[nH]c4c3)C2=O)cc1 (configuration not stated) | 2.7% | -5.3% | 3.6%
Cc1cc(-c2nnc(SCC(=O)Nc3ccccn3)o2)no1 | -0.3% | -2.6% | -3.7%
CC(=O)c1ccc(NC(=O)c2ncn(-c3ccccc3)n2)cc1 | ? | 0.0% | -16.8%
O=C(c1ccc(Br)s1)N1CCN(c2ccccn2)CC1 | -25.5% | 2.2% | -10.7%
Cc1cc(C2C(=O)NC(=O)C2=O)c(C)cc1Br (configuration not stated) | -11.3% | . | -8.6%
COc1ccc(OC)c(S(=O)(=O)NCCS(=O)(=O)N2CCN(c3ccccc3F)CC2)c1 | ? | 1.8% | ?
O=C(N=Nc1c(O)[nH]c2ccccc12)c1cc(-c2cccs2)[nH]n1 | -13.1% | ? | ?
COc1ccc(CNC(=O)COC(=O)CN2C(=O)NC3(CCCC3)C2=O)cc1 | 23.6% | 0.5% | 15.4%
COc1cccc(CNc2nc3cc(-c4ccccc4CO)sc3c(=O)n2C)c1 | 18.4µM* | . | ?
CCOC(=O)c1c(/N=C/c2cc(C)ccc2O)sc2c1CCN(C)C2 | 31.6%[activator] | 2.6% | -19.9%
CCCCNC(=O)CSc1nc2ccc(Nc3nc(N4CCOCC4)nc(N4CCOCC4)n3)cc2s1 | 18.4µM* | 2.5% | 9.2µM*
COc1ccc(Cn2c(=O)n(-c3ccccc3C)c(=O)c3c4c(sc32)CN(C(C)=O)CC4)cc1 | ? | 0.0% | ?
CCC(CC)CN1C(Nc2ccccc2)=NC[C@@H]1C | ? | . | ?
CCCCCCc1nc2nc(Cl)c(Cl)nc2[nH]1 | 18.4µM* | . | 8.2µM*
O=C(Cn1c(=O)oc2cc(S(=O)(=O)NCc3ccccc3)ccc21)N(CCO)Cc1ccccc1 | ? | -0.9% | 14.6µM*
CN(C)CCCOc1ccc(Cl)cc1Br | -24.3% | -7.3% | -19.1%
Cn1cccc1C(=O)NCCc1ccc(Cl)cc1 | -13.5% | 6.6% | 22.9%
COc1ccnc(CN(C)C(=O)C2CCC(=O)N(CCN(C)C)C2)c1 (configuration not stated) | -10.5% | 4.5% | 3.9%
O=C(CNC(=O)c1ccc(Cl)cc1Cl)NCCCn1ccnc1 | 3.6% | 0.0% | -21.1%
CSc1ncccc1C(=O)N1CCCC(Nc2ccc(C)c(C)c2)C1 (configuration not stated) | ? | 4.9% | -32.0%
CCN(C(=O)c1c(C)oc2ncnc(N3CCCCC3)c12)c1cc(C)ccc1C | ? | 5.3% | 18.4µM*
C=CCn1c(CCNC(=O)c2ccccc2F)nnc1SCC(=O)Nc1ccccc1F | 8.4% | 2.2% | -1.1%
CCN(CC)CCN1C(=O)c2oc3ccccc3c(=O)c2C1c1ccc(C)cc1 (configuration not stated) | -7.7% | 2.0% | ?
COc1cc(NC2=CC(=O)CC(C)(C)C2)cc(OC)c1 | ? | 2.4% | -6.9%
COc1ccc2c(c1OC)C(=O)OC2Nc1ncccc1C (configuration not stated) | 0.6% | -1.0% | -5.4%
O=C(N/N=C/C(Br)=C/c1ccccc1)c1ccccc1F | 11.6µM* | 11.5% | 23.1µM*
O=C(N[C@H](C(=O)O)c1ccccc1)C1CCC(Cn2cnc3ccccc3c2=O)CC1 (some centres not stated) | 6.4% | -1.4% | -25.7%
O=C(Nc1nnc(CCc2ccccc2)s1)C1CCCO1 (configuration not stated) | -12.8% | -3.3% | -8.3%
Cc1nn(Cc2ccc(Cl)c(Cl)c2)c(C)c1NC(=O)c1cc(CC(C)C)on1 | 18.4µM* | 2.2% | 23.1µM*
CC1CCCN(S(=O)(=O)c2ccc(C(=O)Nc3nnc(-c4ccncc4)o3)cc2)C1 (configuration not stated) | 11.6µM* | 10.4% | 10.3µM*

The list continues.
canonical_smiles | DT40 TDP1 CPT | TDP1 block | TDP1 cell noCPT
CCOC(=O)Cn1c(=O)c(C#N)cn(C(C)C)c1=O | 8.2% | 0.0% | 5.5%
CC(=O)N1CCc2cc(S(=O)(=O)CCC(=O)O)ccc21 | 7.9% | 1.0% | -5.0%
COC(=O)c1ccc(-n2c(C)cc(C(=O)CSc3ccc(NC(C)=O)cc3)c2C)cc1 | ? | 8.0% | 23.1µM*
COCCNC(=O)C1CCCN(C(=O)c2cc(C)n(C(C)(C)C)n2)CC1 (configuration not stated) | 10.4% | . | 2.3%
O=C1CN(C(=O)c2c(F)cccc2F)C(c2ccc(F)cc2)c2cc(F)ccc2N1 (configuration not stated) | -28.6% | . | -12.6%
Cn1nnc(NCc2cc(Br)ccc2OCc2cccs2)n1 | -22.6% | -2.3% | -28.1%
COc1cccc(/C=N/NC(=O)c2cc3c(OC)ccc(OC)c3[nH]2)c1O | 6.51µM* | . | 4.11µM*
Cc1cc(C)cc(-n2ncc3c2CCCC3NC(=O)c2cc(C)[nH]n2)c1 (configuration not stated) | ? | 0.5% | ?
O=c1c(O)c(-c2cccs2)oc2ccccc12 | ? | 5.3% | ?
C=CCN1CCN(C(=O)c2oc3ccccc3c2C)CC1 | 4.5% | 3.4% | -9.5%
CC(NC(=O)CCC1COc2ccccc2O1)c1ccccc1 (configuration not stated) | -1.5% | 2.8% | -3.4%
Cc1nn2cc(-c3cccc(Cl)c3)cnc2c1Cl | 16.4µM* | 0.0% | 14.6µM*
CC(=O)NC(C)C(=O)OCC(=O)Nc1ccc(Br)cc1 (configuration not stated) | 7.1% | -7.9% | 15.1%
CCOc1ccccc1CN1CCN(Cc2cc(=O)c3ccccc3[nH]2)CC1CCO (configuration not stated) | ? | . | ?
CCOC(=O)[C@]12CCCC=C1N(CCC1=CCCCC1)C(=O)[C@H](CC(=O)NCC13CC4CC(CC(C4)C1)C3)C2 | ? | . | ?

Compound profiles (already shown).
O=C1CN(C(=O)c2c(F)cccc2F)C(c2ccc(F)cc2)c2cc(F)ccc2N1 (configuration not stated) across the screens: DT40 TDP1 CPT = -28.6%; TDP1 block = .; TDP1 cell noCPT = -12.6%
CC(=O)N1CCc2cc(S(=O)(=O)CCC(=O)O)ccc21 across the screens: DT40 TDP1 CPT = 7.9%; TDP1 block = 1.0%; TDP1 cell noCPT = -5.0%

Next entries:
canonical_smiles | DT40 TDP1 CPT | TDP1 block | TDP1 cell noCPT
Cc1cc(CNC(=O)c2ccc(C)c([N+](=O)[O-])c2)c2ccccc2n1 | 13µM* | 2.6% | 9.2µM*
CC(CC(=O)NCc1ccc(Cl)cc1)S(=O)(=O)c1ccc2c(c1)NC(=O)CO2 (configuration not stated) | -5.6% | -0.6% | -3.5%
CC(Cc1c[nH]c2ccccc12)C(=O)O (configuration not stated) | 0.0% | -3.8% | -13.2%
COc1ccc(N2CCN(CC(=O)c3ccccc3)CC2)cc1 | ? | . | ?
CCCCNC(=O)N1CCCC(N(C)CCc2ccc(OC)c(OC)c2)C1 (configuration not stated) | -8.9% | . | 2.8%
CC(=O)N1C(c2ccccc2)CC(=O)OC1c1ccc2c(c1)OCO2 (configuration not stated) | -0.1% | 5.3% | -3.3%
CCC(C)(C)NC(=O)CN(CC1CCCO1)C(=O)CCC(=O)Nc1nccs1 (configuration not stated) | -5.1% | 2.9% | ?
Cc1cccc(NC(=O)CC2SC(=NC3CCCCC3)NC2=O)c1 (configuration not stated) | ? | 4.3% | ?
Cc1ccc(N(C(=O)Nc2ccccc2)C2=NCC(C)S2)cc1 (configuration not stated) | -14.5% | 8.3% | -14.6%
O=S(=O)(/N=C/c1c(O)ccc2ccccc12)c1ccccc1 | 1.0% | . | -16.0%
O=C(Cn1c(SCC(=O)Nc2ccc(F)cc2)nc2ccccc21)NCc1ccc(Cl)cc1 | ? | 3.8% | 13µM*
COc1ccccc1NC(=O)c1ccccc1NS(=O)(=O)c1cccs1 | -11.4% | 2.5% | -8.7%
Cc1onc(-c2c(F)cccc2Cl)c1C(=O)Nc1cc(S(=O)(=O)N2CCCCC2)ccc1O | 16.4µM* | . | 16.4µM*
Cc1ccc(-c2noc(C3CCCCC3)n2)cc1 | -25.1% | -3.8% | -27.6%
CC(Sc1nnc(-c2cccs2)n1N)C(=O)NCC1CCCO1 (configuration not stated) | -14.8% | -6.6%[0.505 µM] | 4.6%
COc1ccc(C2=NOC(COc3ccc([N+](=O)[O-])cc3)C2)cc1 (configuration not stated) | -20.3% | . | -23.0%
CCCCc1ccc(-c2csc(/C(C#N)=C/c3ccco3)n2)cc1 | 3.0% | 0.0% | -4.8%
O=C(Nc1ccc(Cl)cc1)c1cnn2c1NC(=C1CC1)C=C2C(F)F | 3.6% | . | 1.0%
CCN(CC)C(=O)c1sc2c(c1C)c(=O)n(-c1ccc(OC)cc1OC)c(=O)n2Cc1cc(C)ccc1C | ? | 4.4% | ?

From PubChem
